Abeta yeast res – qHTS for compounds that reverse cellular toxicity of Amyloid beta (A-beta) peptide in yeast: Primary Screen. yeast expressing A-beta42, growth rescue, OD600, 48 h; response scale: 0% DMSO, 100% iron-clioquinol control. Potency, µM (doses to about 46.1 µM), for inactives: at the top dose growth rescue, usual class: activators. actives 0.063% (n = 410,000). AID 1347071, 2019; further: potency means the concentration at half of the fitted maximal effect; nearly all actives have a fitted effect of over 55% in size
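Yeast A-beta toxicity model in growth medium with pinned compounds, 48 h at 30 C; growth read as absorbance at 600 nm. Normalized to FeCl3/clioquinol equimolar mix (positive) and DMSO (negative).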
Mm-Cpn inhibitor – Inhibitors of TCP-1 ring complex (TRiC) of Methanococcus maripaludis (MmCpn): qHTS; Chaperonin Mm-Cpn (Methanococcus maripaludis); actives 0.031% (n = 330,000); Potency, µM (doses to about 76.9 µM), for the others: top-dose activity, negative = inhibition, most hits filed as inhibitors; purified Mm-Cpn ATPase, ADP Transcreener TR-FRET; AID 504842, 2011; further: potency means the concentration at half of the fitted maximal effect; on the % scale 0 is the no-effect control and ±100 the full control effect; nearly all actives have a fitted effect of over 80% in size
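Measured: ADP formation by purified Mm-CPN. Conditions: 25 nM protein, 10 uM ATP, Tris pH 7.4 with Mg2+, K+ and DTT, 37°C for 30 min. Detection: Transcreener HTRF after 30 min at room temperature.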
GLP1R inv ag – qHTS of GLP-1 Receptor Inverse Agonists (Inhibition Mode); actives 1.6% (n = 410,000); Potency, µM (series often up to 38.3 µM), without a hit: at the highest dose activity change, negative = inhibition, hits mostly inhibitors; HEK293 GLP-1R CRE-luciferase, luminescence, 24 h; GLP-1R form is constitutively active; further: potency means the concentration at half of the fitted maximal effect; on the % scale 0 is the no-effect control and ±100 the full control effect; nearly all actives have a fitted effect of over 55% in size
Target sequence (P43220 whole entry, looked up): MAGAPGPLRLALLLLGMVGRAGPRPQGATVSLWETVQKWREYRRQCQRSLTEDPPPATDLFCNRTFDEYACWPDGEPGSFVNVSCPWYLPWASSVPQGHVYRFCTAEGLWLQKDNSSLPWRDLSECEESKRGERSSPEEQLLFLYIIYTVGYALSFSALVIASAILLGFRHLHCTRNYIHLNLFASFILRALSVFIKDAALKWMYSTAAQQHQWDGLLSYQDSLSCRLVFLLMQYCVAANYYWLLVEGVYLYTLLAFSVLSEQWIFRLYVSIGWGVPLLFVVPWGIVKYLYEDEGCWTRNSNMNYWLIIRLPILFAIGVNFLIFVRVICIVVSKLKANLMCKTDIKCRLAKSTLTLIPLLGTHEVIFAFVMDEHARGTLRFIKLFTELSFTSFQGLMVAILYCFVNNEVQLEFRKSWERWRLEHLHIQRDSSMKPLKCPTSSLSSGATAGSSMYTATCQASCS
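Luminescence readout: a drop in cAMP-driven luciferase signal flags inverse agonism at a constitutively active GLP-1R stably expressed in HEK293. Compound exposure lasted 24 hr at 37 deg C, 5% CO2.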
HEK293 tox – qHTS of GLP-1 Receptor Inverse Agonists: Cytotox Screen; actives 0.13% (n = 410,000); Potency, µM (series often up to 38.3 µM), for the others: at the top dose activity change, negative = inhibition, most hits filed as inhibitors; HEK293 cAMP-luciferase reporter cells, luminescence, 24 h;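 further: loss of luciferase light is scored as toxicity; potency means the concentration at half of the fitted maximal effect; on the % scale 0 is the no-effect control and ±100 the full control effect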
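Cells in DMEM/10% Nu serum/1% pen-strep, 1536-well format. Pre-incubated 12 h, dosed with 23 nL compound, incubated a further 24 h. Luciferase detection, 12 min at room temp, luminescence.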
TDP43 rescue – qHTS of TDP-43 Inhibitors; TDP-43 expressing yeast growth rescue, BacTiter-Glo, 24 h; Potency, µM (series often up to 46.1 µM), for inactives: at the top dose growth rescue (activation), actives largely listed as activators; actives 1.8% (n = 410,000); AID 652104, 2013; further: potency means the concentration at half of the fitted maximal effect; % of control where 0% means no effect; nearly all actives have a fitted effect of over 50% in size
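Cell-based yeast growth screen: TDP-43 expression induced in galactose, inoculum OD600=0.02 after raffinose pregrowth to mid-log. Read-out BacTiter-Glo luminescence at 24 hr, 30 deg C; inhibition of toxicity seen as signal increase.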
pAkt inh – HTS Assay for Inhibitors of Akt Phophorylation: Primary Screen; activity change, % for hits at 50 µM; actives 0.32% (n = 360,000); Neuro2A IGF-stimulated pAkt S473 HTRF, 20 min; hits give low values; in the data active means activity change below about -80%; inconclusive means mostly about -51% to -80%; further: on the % scale 0 is the no-effect control and ±100 the full control effect
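Single-point screen (50 µM final compound) in Neuro2A cells stimulated 20 min with 6 nM IGF at 37 deg C. After lysis, Ser473-phosphorylated Akt read by HTRF (ex 330 nm, em 615/665 nm) as the 665/615 ratio.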
PTHR1 ag – qHTS for PTHR1 Agonists: Primary Screen | actives 0.075% (n = 410,000) | Potency, µM (titrated, usually from 115 µM), for the others: at the highest dose activation, actives largely listed as activators | HEK293 GP2 PTHR1 cells, GloSensor cAMP luminescence, 1 h | Parathyroid hormone/parathyroid hormone-related peptide receptor (Homo sapiens), Q03431; further: potency means the concentration at half of the fitted maximal effect; nearly all actives have a fitted effect of over 55% in size; some results filed as inactive show a strong effect at the top dose; inactives centre near -15; many of its hits are not listed in these tables
Target sequence (Q03431 whole entry, looked up): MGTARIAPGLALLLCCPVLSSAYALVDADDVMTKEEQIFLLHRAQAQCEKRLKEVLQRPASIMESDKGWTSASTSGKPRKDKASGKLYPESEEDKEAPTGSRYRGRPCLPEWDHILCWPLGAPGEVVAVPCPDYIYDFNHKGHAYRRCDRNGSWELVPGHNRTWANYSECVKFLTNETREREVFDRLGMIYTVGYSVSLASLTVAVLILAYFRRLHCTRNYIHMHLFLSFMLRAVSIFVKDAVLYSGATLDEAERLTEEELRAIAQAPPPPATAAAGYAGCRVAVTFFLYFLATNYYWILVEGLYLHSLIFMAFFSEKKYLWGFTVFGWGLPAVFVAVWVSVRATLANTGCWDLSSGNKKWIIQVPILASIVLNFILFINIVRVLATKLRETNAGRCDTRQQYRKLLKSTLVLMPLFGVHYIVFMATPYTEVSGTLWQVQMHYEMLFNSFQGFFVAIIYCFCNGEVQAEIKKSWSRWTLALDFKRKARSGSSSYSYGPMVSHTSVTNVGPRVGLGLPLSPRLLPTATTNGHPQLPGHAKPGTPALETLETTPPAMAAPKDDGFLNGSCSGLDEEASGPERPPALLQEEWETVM
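HEK-293-derived GP2 cells expressing PTHR1 and a GloSensor cAMP reporter, 3,000/well, plated overnight, given luciferin plus IBMX (each 0.5 mM as added) for 1 h at 37 °C, then compound for 1 h at 37 °C. Luminescence was read after 15 min at room temperature.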
FUS suppressor – qHTS for Suppressors of FUS Proteinopathy: Primary screen using FUS-linked yeast assay; AID 1347120, 2019; Potency, µM (titrated, usually from 76.6 µM), inactives show at the top dose growth rescue (activation), hits mostly activators; actives 0.24% (n = 390,000); S. cerevisiae FUS-expressing, growth rescue, OD600, 24 h;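 further: potency means the concentration at half of the fitted maximal effect; plate controls were DMSO vehicle for no effect and reference control for full effect; nearly all actives have a fitted effect of over 55% in size; some results filed as inactive show a strong effect at the top dose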
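Cultures pregrown in 2.5% raffinose medium are shifted to minimal medium containing 2% galactose to express toxic FUS. Compounds are tested at several concentrations. After 24hr at 30C, growth is quantified at 600 nm absorbance.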
aSyn rescue – qHTS of alpha-syn Inhibitors; Yeast expressing alpha-synuclein, growth rescue, BacTiter-Glo, 24 h; Potency, µM (doses to about 46.1 µM), for the others: at the highest dose growth rescue (activation), hits mostly activators; actives 0.14% (n = 370,000); AID 652106, 2013; further: potency means the concentration at half of the fitted maximal effect; % of control where 0% means no effect; nearly all actives have a fitted effect of over 65% in size
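Rescue of yeast growth: cells expressing toxic alpha-synuclein, induced in galactose at OD600 0.02, incubated with compound 24 h at 30 C. ATP luminescence quantified growth; inhibitors of toxicity appear as activators.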
Numbers without * were called inactive; i = inactive; ? = inconclusive; . = no result given; [ ] = another dose, or the depositor's remark. Unless noted, the call rests on the fitted dose curve; in most records, active means well fitted curve in the direction sought with a large enough effect; inconclusive means small, poorly fitted or top-dose-only effect, or another doubt; inactive means no such curve, though single readings can be large; an effect the other way counts as inactive or inconclusive. Some of the compounds tested; count on the stated rates, not on these rows.

#	structure	Abeta yeast res	Mm-Cpn inhibitor	GLP1R inv ag	HEK293 tox	TDP43 rescue	pAkt inh	PTHR1 ag	FUS suppressor	aSyn rescue
1	O=C(O)CCCc1ccc2ccc3cccc4ccc1c2c34	-3%	-4%	-15%	9%	1%	i	i	4%	26%
2	CC(=O)c1cccc(S(=O)(=O)N2CCC(C(=O)O)CC2)c1	8%	3%	8%	-13%	10%	i	i	1%	-2%
3	Cc1cc(NS(=O)(=O)c2cn(C)nc2C)no1	6%	1%	0%	1%	8%	i	i	-6%	4%
4	CSc1nc(SCC(=O)NCc2ccco2)c2c3c(sc2n1)CN(C)CC3	0%	.	6%	-1%	12%	i	i	.	2%
5	Cc1ccc(S(=O)(=O)Nc2ccncc2)c(C)c1N(C)S(=O)(=O)c1ccc(F)cc1	9%	-1%	20%	1%	23%	i	i	.	7%
6	NS(=O)(=O)c1ccc(NC(=O)CCCC(=O)O)cc1	12%	0%	12%	3%	13%	i	i	-33%	14%
7	CCCN1C=CC(=CC=C(C#N)C#N)C=C1	-9%	-10%	12%	6%	-14%	i	i	-10%	3%
8	CCN(C(=O)CSc1nnc(-c2ccco2)n1Cc1ccccc1)C1CCS(=O)(=O)C1 (stereo not given)	7%	-1%	4%	-1%	-1%	i	i	13%	-2%
9	O=C(NCCCN1CCN(c2ccc(F)cc2)CC1)c1ccc2nc(Cc3ccccc3)oc2c1	-9%	.	?	0%	15%	.	-77%[inhibitor]	12%	.
10	CNC[C@@H]1Oc2cc(Br)ccc2S(=O)(=O)N([C@@H](C)CO)C[C@H]1C	-13%	.	-2%	4%	24%	i	-25%	-10%	-1%
11	COC(=O)CNC(=O)C1CCCN1C(=O)OC(C)(C)C (stereo not given)	10%	-2%	-3%	8%	-12%	i	i	-10%	0%
12	CCCN(CCC)c1ccc(C2N=C(N)Nc3nc4ccccc4n32)cc1 (stereo not given)	-21%	.	10%	5%	9%	.	?	-5%	.

(listing goes on)
#	structure	Abeta yeast res	Mm-Cpn inhibitor	GLP1R inv ag	HEK293 tox	TDP43 rescue	pAkt inh	PTHR1 ag	FUS suppressor	aSyn rescue
13	O=C(CCCOc1ccccc1)Nc1cccnc1	0%	1%	24%	-4%	15%	i	-4%[57.5 µM]	-13%	3%
14	O=C(COc1cccc2ccccc12)N/N=C/c1ccc(Sc2nc3ccccc3s2)o1	13%	-2%	?	0%	9%	i	-8%[57.5 µM]	21%	6%
15	CC(Oc1ccccc1F)C(=O)NNC(=O)c1cccc(S(=O)(=O)N2CCN(C)CC2)c1 (stereo not given)	0%	3%	-13%	3%	13%	i	-11%	-4%	2%
16	COc1ccc(Cl)cc1NC(=O)CN1c2ccccc2S(=O)(=O)c2ccccc21	-11%	.	?	-1%	6%	.	i	2%	.
17	CCOc1ccc(CCNC(=O)Cn2c(-c3cccs3)cc3ccccc32)cc1	2%	.	-7%	20%	10%	.	-18%	-17%	.
18	Nc1nonc1-n1nnc(C(=O)N/N=C/c2ccco2)c1CSc1ccccc1	-6%	0%	4%	11%	1%	i	i	18%	4%
19	CCOC(=O)N1CCN(C(=O)c2cc3c(s2)-c2ccccc2OC3)CC1	-24%	-19%	-15%	-5%	?	i	-11%	26%	-6%
20	C[C@H]1CN([C@@H](C)CO)S(=O)(=O)c2ccc(Br)cc2O[C@H]1CN(C)C(=O)Cc1ccncc1	-8%	.	23%	-8%	23%	i	-11%	-14%	-3%
21	CC(C)OC(=O)CCc1nc2ccccc2[nH]c1=O	20%	3%	4%	-7%	4%	i	-23%	6%	-4%
22	CC(=O)c1cccc(NC(=S)N2CCC(Cc3ccccc3)CC2)c1	?	-1%	?	1%	?	i	-45%[inhibitor]	41%	10%
23	CC(=O)NS(=O)(=O)c1ccc2c(c1)C(=O)c1cc(S(=O)(=O)NC(C)=O)ccc1-2	-10%	0%	-14%	-9%	6%	i	-20%	-3%	4%
24	OC[C@@H]1CN(CCN2CCOCC2)C[C@H](n2cnc3c(NC4CCC4)ncnc32)O1	10%	.	-3%	-3%	0%	i	i	-10%	-2%

Other results.
#	structure	Abeta yeast res	Mm-Cpn inhibitor	GLP1R inv ag	HEK293 tox	TDP43 rescue	pAkt inh	PTHR1 ag	FUS suppressor	aSyn rescue
25	CCc1ccc2c(c1)c(=O)c(S(=O)(=O)c1ccc(Cl)cc1)cn2CC	0%	.	4%	25%	0%	.	-24%	36%	.
26	CCCOC1(C(F)(F)F)NC(=O)N(c2cccc(Cl)c2)C1=O (stereo not given)	-3%	.	?	3%	6%	.	-67%[inhibitor]	-13%	9%
27	COc1cccc(-n2c(SCc3cccc(C)c3)nc3c([nH]c4ccccc43)c2=O)c1	-2%	.	?	5%	20%	.	i	29%	?
28	CCOc1cc(C2C(C(=O)N3CCCCC3)=C(C)NC3=C2C(=O)CC(C)(C)C3)ccc1O (stereo not given)	14%	2%	-9%	-19%	23%	i	i	2%	0%
29	COc1cc(NC(=O)CN2CCN(c3ccccc3F)CC2)cc(OC)c1	10%	3%	?	-4%	-10%	i	i	6%	-2%
30	C[C@@H]1C2CC(C/C2=N\NC(=O)c2ccncc2)C1(C)C (stereo not given in full)	-21%	0%	4%	17%	-2%	.	-15%	-23%	-10%
31	Cc1cccc(CN2[C@H](COCc3ccccc3)C=CS2(=O)=O)c1	22%	.	-10%	1%	?	i	-31%	5%	8%
32	COc1ccc(OC)c(NC(=O)N2CCc3ccccc3C2)c1	2%	3%	16%	2%	1%	i	-14%	14%	7%
33	CCOC(=O)c1sc(NC(=O)c2ccc(S(=O)(=O)N(CC)CC)cc2)nc1C	16%	-23%	11%	20%	9%	i	-4%[57.5 µM]	7%	3%
34	O=C(c1c(Cl)cccc1Cl)N1CCN(c2cccc3[nH]ccc23)CC1	?	0%	?	-3%	?	i	-12%	22%	16%
35	COc1ccc(-c2cc(C(F)(F)F)nc(N3CCN(C)CC3)n2)cc1	-9%	0%	?	-33%	-8%	i	i	10%	-1%
36	Cn1c(SCC(=O)NNC(=O)c2ccc(Cl)cc2)nnc1-c1cccnc1	13%	-4%	4%	-2%	28%	i	-15%	-32%	10%

Additional entries follow.
Order of results: Abeta yeast res	Mm-Cpn inhibitor	GLP1R inv ag	HEK293 tox	TDP43 rescue	pAkt inh	PTHR1 ag	FUS suppressor	aSyn rescue
(37) COc1ccc(OCc2cc(C(=O)NC3CCc4ccccc43)no2)c(Cl)c1 (stereo not given)
  -3%	2%	-5%	-10%	-11%	i	i	.	0%
(38) O=C1NC2(CCCC2)C(=O)N1CCS(=O)(=O)Oc1ccccc1
  -11%	-1%	12%	0%	-10%	i	25%	13%	1%
(39) C=C1SC(=Nc2ccccc2Cl)N(C(=O)c2sc3ccccc3c2Cl)C1(C)C
  -10%	?	?	-5%	-19%	i	i	26%	-9%
(40) Cc1ccc2nc(-c3ccccc3)cc(C(=O)O)c2c1
  10%	-3%	7%	-11%	7%	i	i	32%	-4%
(41) COc1cccc(C2=NN(C(C)=O)C(c3cn(-c4ccccc4)nc3-c3cccs3)C2)c1 (stereo not given)
  -13%	.	19%	4%	11%	.	-15%	10%	.
(42) O=c1[nH]c(=O)n(C2OC(CO)C(O)C2O)cc1N1CCOCC1 (stereo not given)
  5%	.	5%	8%	4%	i	i	-9%	1%
(43) CCOc1ccc2nc(NC(=O)Cn3c(C)csc3=O)sc2c1
  -1%	-2%	0%	4%	18%	i	i	3%	-3%
(44) COc1cc(/C=N/n2nnnc2N)ccc1OCC(N)=O
  -21%	1%	19%	3%	-13%	i	-8%	11%	-5%
(45) O=C(NC(=S)Nc1ccc(N2CCOCC2)cc1)c1cccc(Cl)c1Cl
  2%	2%	-6%	-7%	-1%	i	i	-10%	1%

Shown field by field: 4 of the compounds above
23) CC(=O)NS(=O)(=O)c1ccc2c(c1)C(=O)c1cc(S(=O)(=O)NC(C)=O)ccc1-2
- Abeta yeast res: -10%
- Mm-Cpn inhibitor: 0%
- GLP1R inv ag: -14%
- HEK293 tox: -9%
- TDP43 rescue: 6%
- pAkt inh: i
- PTHR1 ag: -20%
- FUS suppressor: -3%
- aSyn rescue: 4%
33) CCOC(=O)c1sc(NC(=O)c2ccc(S(=O)(=O)N(CC)CC)cc2)nc1C
- Abeta yeast res: 16%
- Mm-Cpn inhibitor: -23%
- GLP1R inv ag: 11%
- HEK293 tox: 20%
- TDP43 rescue: 9%
- pAkt inh: i
- PTHR1 ag: -4%[57.5 µM]
- FUS suppressor: 7%
- aSyn rescue: 3%
7) CCCN1C=CC(=CC=C(C#N)C#N)C=C1
- Abeta yeast res: -9%
- Mm-Cpn inhibitor: -10%
- GLP1R inv ag: 12%
- HEK293 tox: 6%
- TDP43 rescue: -14%
- pAkt inh: i
- PTHR1 ag: i
- FUS suppressor: -10%
- aSyn rescue: 3%
28) CCOc1cc(C2C(C(=O)N3CCCCC3)=C(C)NC3=C2C(=O)CC(C)(C)C3)ccc1O (stereo not given)
- Abeta yeast res: 14%
- Mm-Cpn inhibitor: 2%
- GLP1R inv ag: -9%
- HEK293 tox: -19%
- TDP43 rescue: 23%
- pAkt inh: i
- PTHR1 ag: i
- FUS suppressor: 2%
- aSyn rescue: 0%
